Screening results: PubChem BioAssay, Sanford-Burnham Center for Chemical Genomics
mouse EphA4 binding: EphA4 ligand-binding antagonists – biochemical, colorimetric, mouse EphA4, primary screen (AID 689). EphA4-AP binding to KYL peptide, pNPP A405; higher % means a stronger effect. one-dose inhibition, % at 10 µM; IC50 in µM for titrated hits. 62,000 compounds, 0.1% hits; in the data active = a potency from the dose series; inactive = the rest, 99 in 100 with inhibition below about 22%
* = called active by the depositor.

mouse EphA4 binding	smiles
-3%	N#CC(C(=O)c1ccc(S(=O)(=O)N2CCCCCC2)cc1)c1nc2ccccc2[nH]1 (configuration not stated)
-8%	O=C(OCn1nnc2ccccc2c1=O)c1ccc2ncsc2c1
-8%	CCOC(=O)N1CCN(C(=O)c2ccc(CNS(=O)(=O)c3ccc(C)cc3)cc2)CC1
10%	N#C/C(=C/c1ccc(Sc2nc3ccccc3[nH]2)o1)c1cccc(F)c1
-6%	CCOC(=O)CC1C(=O)NCCN1S(=O)(=O)c1ccccc1Cl (configuration not stated)
4%	CC(=O)N1CCC(C(=O)Nc2ccccc2)(N(Cc2ccccc2)C(=O)c2cccnc2)CC1
-8%	N#C/C(=C\c1cccs1)C(=O)NCC1CCCO1 (configuration not stated)
-1%	COc1ccc(Cn2c(N)c(S(=O)(=O)c3cccs3)c3nc4ccccc4nc32)cc1
-10%	CCSc1nnc(NC(=O)CSc2nnc(-c3c[nH]c4ccccc34)n2C)s1
-4%	COCCCNC(=O)C(=O)Nc1ccc(OC)c(Cl)c1
2%	Cc1ccc(C)c(SCc2noc(C(=O)NC(C)C)c2C(=O)O)c1
4%	O=C(Nc1cc(C(F)(F)F)ccc1Cl)C1CC(=O)N(c2ccc(Br)cc2)C1 (configuration not stated)
-5%	COC(=O)c1c(NC(=O)Cn2cc([N+](=O)[O-])cn2)sc2c1CCC2
-8%	O=C1C2C3c4ccccc4C(c4ccccc43)C2C(=O)N1/N=C/c1cccc(O)c1 (configuration not stated)
-39%	CCN(CC)CCCOc1ccc(C)cc1Br
-7%	O=Cc1ccc(/C=C2/SC(=S)N(Cc3ccccc3)C2=O)cc1
-10%	CCOC(=O)CN1C(=O)C(CC)Oc2ccccc21 (configuration not stated)
0%	Cc1nn(-c2nc3ccccc3s2)c(N)c1Sc1ccc(F)cc1
-3%	Nc1[nH]nc2nc(N3CCCC3)nc(-c3ccccc3)c12
2%	CCC(C(=O)Nc1ccccc1I)c1ccccc1 (configuration not stated)
-7%	CC12C(=O)N(c3cccc(OC(=O)c4ccco4)c3)C(=O)C1C1c3ccccc3C2c2ccccc21 (configuration not stated)
10%	CCCCCn1c(CN2CCN(c3cc(Cl)ccc3C)CC2)nc2c1c(=O)[nH]c(=O)n2C
0%	CC1CCCCC1NC(=O)C(Cc1ccccc1)NS(=O)(=O)c1cccs1 (configuration not stated)
-6%	COc1ccc(NC(=O)c2cc(Cl)ccc2NC(=O)c2ccco2)c(OC)c1
38%	Cc1ccc(/C=C2/NC(=O)N(Cc3ccccc3)C2=O)s1
-11%	Cc1ccc(C(=O)Oc2cc(-c3ccccc3)no2)cc1
-19%	CC(=O)N1CCN(c2ccc(NC(=O)c3ccc(Cl)cc3)cc2)CC1
-5%	CCOc1ccccc1N1CN(CC)CNC1=S
-2%	O=C(c1cccc(F)c1)N1CCC(N2CCCCCC2)CC1
0%	Cc1cc2ccccc2n1CCNC(=O)C1CCCC1
-4%	Cc1ccc(S(=O)(=O)NC(=O)Nc2ccc(C)c(Cl)c2)cc1
-30%	COc1cc(OC)c(CN2CCN(c3ccc(F)cc3)CC2)cc1Br
-9%	Cc1ccc(S(=O)(=O)c2ccc(Cl)cc2)cc1S(=O)(=O)N1CCOCC1
4%	Cc1ncoc1C(=O)Nc1ccccc1-c1ccccc1
-22%	CC1CCCC(C)N1S(=O)(=O)c1ccc(NC(=O)CNCC2CCCO2)cc1 (configuration not stated)
-11%	COC(=O)c1ccc2c(c1)C(C)(C)C(/C=C/c1ccc(OC)c(OC)c1OC)=[N+]2C
4%	COc1ccccc1C(=O)Nn1c(C2CCC2)nc2ccccc2c1=O
0%	O=C(CCCCCn1c(=O)[nH]c2ccccc2c1=O)N1CCN(Cc2ccc3c(c2)OCO3)CC1
-13%	CSc1ccc(C(=S)N2CCN(Cc3ccccc3)CC2)cc1
-11%	COc1ccc(NC(=O)C2(c3ccc(NC(=O)c4ccc(OC(C)=O)cc4)cc3)CCCC2)cc1
12%	CCN(CC)c1ccc(NC(=O)c2ccc3ccccc3c2)cc1
-10%	Cc1ccc(-n2ncc3c2ncn2c(C)nnc32)cc1C
-9%	O=C(CSc1c2c(nc3ccc(Cl)cc13)CCCC2)NCc1ccco1
-4%	CCOc1ccc(C(=O)/C=C/c2ccc(SC)cc2)cc1
8%	CCOC(=O)c1csc(NC(=O)c2cc(OC)c(OC)c(OC)c2)n1
22%	Cc1ccc(S(=O)(=O)N(Cc2ccccc2)c2ccccc2C(=O)NCc2ccc(Cl)cc2)cc1
-9%	COc1ccc(-n2ccsc2=S)cc1
-12%	CC(=O)Nc1ccc(N2CCCCC2)c(C(=O)Nc2cccc(C)c2)c1
6%	COc1ccccc1-n1c(CNC(=O)c2ccco2)nnc1SCC(=O)Nc1ccc(F)cc1
23%	O=Cc1ccc2oc3nc4n(c(=O)c3c(=O)c2c1)CCCS4
3%	O=C(Nc1ccccc1C(=O)O)c1ccc2ccccc2n1
-12%	O=[N+]([O-])c1cc(F)c(N2CCCCC2)cc1N1CCOCC1
-5%	O=C(O)CC(NC(=O)OCc1ccccc1)c1ccccc1 (configuration not stated)
-8%	CCc1ccc(NC(=O)CCn2c(=O)oc3ccccc32)cc1
-11%	Cn1c(SCc2nc(-c3ccc(Br)cc3)no2)nnc1-c1ccco1
-5%	COc1ccc(C2CC(c3cccs3)=NN2C(=O)CCC(=O)O)cc1 (configuration not stated)
-9%	CO/N=C/NC(=O)c1ccc([N+](=O)[O-])c(CS(=O)(=O)c2ccc(Cl)cc2)c1
-6%	CCN1CCCC1CNC(=O)CSc1cc(=O)n(C)c2cc(Cl)ccc12 (configuration not stated)
11%	O=C(O)c1ccc(NS(=O)(=O)/C=C/c2ccccc2)cc1O
3%	CCOC(=O)c1ccc(NC(=S)NC(=O)c2ccco2)cc1

Further entries.
mouse EphA4 binding	smiles
39%	CCC(=O)NC(NCC1CCCO1)C(Cl)(Cl)Cl (configuration not stated)
-11%	COc1ccc(OC)c(S(=O)(=O)N2CCN(C)CC2)c1
-7%	COc1cc(C2CC(=O)c3cnc(NC(=O)COc4ccccc4)nc3C2)cc(OC)c1OC (configuration not stated)
-12%	COc1ccc(OC)c(C(=O)CSc2nnc(-c3cccs3)o2)c1
-4%	Cc1ccc(S(=O)(=O)N2CCOCC2)cc1C(=O)NCc1ccco1
4%	COc1ccc(-c2cc(OC(=O)c3ccc(F)cc3)c3c(C)oc(C)c3c(=O)c2)cc1
-7%	CN(C)CCCNC(=O)C(F)(F)C(F)(F)C(F)(F)C(F)(F)C(F)(F)Cl
-15%	Cn1c(=O)[nH]c(=O)c2c1nc(N1CCN(c3ccccc3)CC1)n2CCSc1ncccn1
-14%	CCC1CCCCN1CCCNC(=O)COc1cc(=O)n(C)c2ccccc12 (configuration not stated)
6%	CC1(C)SC2c3ccccc3C(=O)N2[C@@H]1C(=O)NCc1ccco1 (some centres not stated)
-11%	CC(C)c1ccc(Nc2ncccc2C#N)cc1
-8%	S=C1NCCOCCOCCOCCNC(=S)N2CCOCCOCCN1CCOCC2
-7%	Cn1c(=O)c2c(nc(CN3CCC(C(N)=O)CC3)n2CCc2ccccc2)n(C)c1=O
-11%	CCCCC(CC)C1OCC(CN2CCCC2)O1 (configuration not stated)
0%	COCCNC(=O)CN(c1ccc(C)cc1)S(C)(=O)=O
3%	O=C1c2ccncc2C(=O)N1CO
-2%	CCc1ccc(N=CC2=C(O)CC(c3ccco3)CC2=O)cc1 (configuration not stated)
-7%	Cc1ccc(-c2noc(CNCCCN(C)C)n2)cc1
-20%	CSc1nc2ccccc2n1CC(=O)Nc1ccccc1
29%	CCCC(=O)Nc1ccc(NC(=O)c2cccc([N+](=O)[O-])c2)cc1

Part of the list above in order of number of heavy atoms, rising:
mouse EphA4 binding	smiles
-8%	N#C/C(=C\c1cccs1)C(=O)NCC1CCCO1 (configuration not stated)
2%	Cc1ccc(C)c(SCc2noc(C(=O)NC(C)C)c2C(=O)O)c1
-7%	COc1cc(C2CC(=O)c3cnc(NC(=O)COc4ccccc4)nc3C2)cc(OC)c1OC (configuration not stated)

The listing continues.
mouse EphA4 binding	smiles
7%	O=C(Nc1ccc(Cc2ccncc2)cc1)c1cccc([N+](=O)[O-])c1
6%	Cc1ccc(S(=O)(=O)CC(=O)c2ccc(C(C)(C)C)cc2)cc1
-9%	Cc1ccc(OCC(=O)Nc2ccc3oc(-c4cccnc4)nc3c2)c(C)c1
-7%	N=C(N)SCc1cccc2ccccc12
-12%	CC(=O)c1cnc2c(-c3ccccc3)cnn2c1C
-30%	COc1ccc(N=C2C(=O)Nc3c(C)cccc32)cc1
-10%	O=C(NC1CCCC1)C(c1ccc(N2CCOCC2)cc1)N(Cc1ccco1)C(=O)c1ccco1 (configuration not stated)
6%	CC(C)OC(=O)c1c(-c2ccc(C(C)C)cc2)csc1NC(=O)C1CCCO1 (configuration not stated)
8%	O=C(NC(Cc1ccccc1)C(=O)NCCc1c[nH]c2ccccc12)OCc1ccccc1 (configuration not stated)
-14%	NC(=O)CC(c1ccccc1)c1ccco1 (configuration not stated)
-20%	CCC/C(O)=C1\C(=O)CCCC1=NC(C)C(=O)O (configuration not stated)
-7%	O/C(=C\Sc1nnc(Cc2ccccc2)o1)c1ccc(Br)cc1
-5%	CCc1nc(SCC(=O)Nc2nnc(CC)s2)c2c(C)c(C)sc2n1
-13%	O=C(CSCC(=O)OCC(=O)c1ccc(Br)cc1)Nc1ccc(Br)cc1
-9%	c1ccc(-c2nnc3n2N=C(c2ccc4c(c2)OCO4)CS3)nc1
-2%	COc1ccc(Nc2nccc(OC)c2C#N)cc1
-7%	COc1ccc2c(CC(=O)NCC3CCC(C(=O)O)CC3)cc(=O)oc2c1 (configuration not stated)
-2%	CC(=O)Nc1sc2c(c1CN1CCN(C)CC1)CCCC2
3%	CC(=O)SC(C[N+](=O)[O-])c1cn(C(C)=O)c2ccccc12 (configuration not stated)
-7%	O=C(O)CCC(C(=O)O)N1C(=O)/C(=C\C(Cl)=C/c2ccc([N+](=O)[O-])cc2)SC1=S (configuration not stated)
3%	O=C(/C=C/c1ccccc1)Nc1ccc([N+](=O)[O-])cc1
8%	O=C(/C=C/c1ccc(Cl)cc1)Nc1cccc(Br)c1
-17%	Cn1ncc(C#N)c1NC(=O)C1CC(c2ccc(Cl)cc2)=NO1 (configuration not stated)
-8%	CN(C)c1ccnc2sc(C(=O)c3ccc(Br)cc3)c(N)c12
-18%	CC(C(=O)NC1CCCC1)N(C(=O)c1snc(C(N)=O)c1N)c1ccc2c(c1)OCCO2 (configuration not stated)
-21%	Cc1ccc(CNc2nc(N)c([N+](=O)[O-])c(Nc3cccc(F)c3)n2)cc1
2%	Cc1nonc1OCCCNc1ccc([N+](=O)[O-])cc1Cl
-2%	CCc1nnc(NC(=O)CC(=O)Nc2ccccc2C(=O)O)s1
-16%	CC(=O)c1cc2c(cc1NC(=O)CCNC(=O)c1ccccc1Cl)OCO2
11%	CCC(=O)N1CCc2cc(S(=O)(=O)NCCC(=O)N3CCc4ccccc4C3)ccc21
-6%	Cc1ccc(NC(=O)c2cc(-c3ccc(C)o3)nc3ccccc23)cc1
-6%	CCC(=O)Nc1sc2c(c1C(=O)Nc1ccc(OC)cc1)CCC2
-19%	Cc1c(C(=O)Nc2ccc(N3CCOCC3)cc2)oc2ccccc12
-4%	Cc1cc(C)cc(C(=O)O/N=C(\N)c2ccc(Br)cc2)c1
-2%	CCOC(=O)Cn1c(C)cc(=O)c2ccccc21
-6%	CCOC(=O)Cc1csc(NC(=O)CSc2nnc(-c3ccc(F)cc3)o2)n1
-9%	CCOC(=O)C1=C(O)/C(=C\c2cccc(OC)c2)N=C1C
-4%	CCOC(=O)CN1C(c2ccccc2OC)Nc2ccc(Br)cc2C1c1ccccc1 (configuration not stated)
-2%	O=S(=O)(NCc1ccc2c(c1)OCO2)c1cnc[nH]1
-19%	Cc1ccc(CN2C(=O)c3ccccc3C2C(=O)NCc2cccnc2)cc1 (configuration not stated)
2%	O=C(O)COc1nsnc1N1CCOCC1
-6%	COc1ccc(-c2nc(Cn3c(SCc4ccc(F)cc4)nc4ccncc43)c(C)o2)cc1OC
-4%	O=C(COc1ccccc1)N1CCN(S(=O)(=O)Cc2ccccc2)CC1
5%	C=C(C)CSc1nnc([C@H](CCSC)NC(=O)OC(C)(C)C)o1
3%	CC(C)(C)NC(=O)C1N(c2cccnc2)C(=O)C2C(C(=O)Nc3ccccc3F)C3(C)C=CC21O3 (configuration not stated)
-4%	CSCC[C@H](NC(=O)OC(C)(C)C)c1nnc(SCC(=O)Nc2c(C)cccc2C)o1
-10%	COc1cc2c(cc1OC)C(c1ccc(-c3ccc(Cl)c(Cl)c3)o1)=NCC2
10%	CCOc1cccc(C2c3c(oc4cc(C)c(C)cc4c3=O)C(=O)N2CCCN(C)C)c1 (configuration not stated)

Filtered by structure, the compounds so far with a furan ring, fused or not (16)
mouse EphA4 binding	smiles
10%	N#C/C(=C/c1ccc(Sc2nc3ccccc3[nH]2)o1)c1cccc(F)c1
-7%	CC12C(=O)N(c3cccc(OC(=O)c4ccco4)c3)C(=O)C1C1c3ccccc3C2c2ccccc21 (configuration not stated)
-6%	COc1ccc(NC(=O)c2cc(Cl)ccc2NC(=O)c2ccco2)c(OC)c1
-9%	O=C(CSc1c2c(nc3ccc(Cl)cc13)CCCC2)NCc1ccco1
6%	COc1ccccc1-n1c(CNC(=O)c2ccco2)nnc1SCC(=O)Nc1ccc(F)cc1
-11%	Cn1c(SCc2nc(-c3ccc(Br)cc3)no2)nnc1-c1ccco1
3%	CCOC(=O)c1ccc(NC(=S)NC(=O)c2ccco2)cc1
-4%	Cc1ccc(S(=O)(=O)N2CCOCC2)cc1C(=O)NCc1ccco1
4%	COc1ccc(-c2cc(OC(=O)c3ccc(F)cc3)c3c(C)oc(C)c3c(=O)c2)cc1
6%	CC1(C)SC2c3ccccc3C(=O)N2[C@@H]1C(=O)NCc1ccco1 (some centres not stated)
-2%	CCc1ccc(N=CC2=C(O)CC(c3ccco3)CC2=O)cc1 (configuration not stated)
-10%	O=C(NC1CCCC1)C(c1ccc(N2CCOCC2)cc1)N(Cc1ccco1)C(=O)c1ccco1 (configuration not stated)
-14%	NC(=O)CC(c1ccccc1)c1ccco1 (configuration not stated)
-6%	Cc1ccc(NC(=O)c2cc(-c3ccc(C)o3)nc3ccccc23)cc1
-19%	Cc1c(C(=O)Nc2ccc(N3CCOCC3)cc2)oc2ccccc12
-10%	COc1cc2c(cc1OC)C(c1ccc(-c3ccc(Cl)c(Cl)c3)o1)=NCC2

The list is partial; count on the stated rates, not on these rows.
